# Screening results (PubChem)
# TDP1 inh: inhibitors of human tyrosyl-DNA phosphodiesterase TDP1 | Potency, µM (series often up to 130 µM), for inactives: at the top dose activity change, negative = inhibition, usual class: inhibitors | Q9NUW8 | actives 0.28% (n = 350,000) | recombinant TDP1, AlphaScreen DNA substrate cleavage; also: nearly all actives have a fitted effect of over 40% in size
# Target sequence (Q9NUW8 whole entry, looked up): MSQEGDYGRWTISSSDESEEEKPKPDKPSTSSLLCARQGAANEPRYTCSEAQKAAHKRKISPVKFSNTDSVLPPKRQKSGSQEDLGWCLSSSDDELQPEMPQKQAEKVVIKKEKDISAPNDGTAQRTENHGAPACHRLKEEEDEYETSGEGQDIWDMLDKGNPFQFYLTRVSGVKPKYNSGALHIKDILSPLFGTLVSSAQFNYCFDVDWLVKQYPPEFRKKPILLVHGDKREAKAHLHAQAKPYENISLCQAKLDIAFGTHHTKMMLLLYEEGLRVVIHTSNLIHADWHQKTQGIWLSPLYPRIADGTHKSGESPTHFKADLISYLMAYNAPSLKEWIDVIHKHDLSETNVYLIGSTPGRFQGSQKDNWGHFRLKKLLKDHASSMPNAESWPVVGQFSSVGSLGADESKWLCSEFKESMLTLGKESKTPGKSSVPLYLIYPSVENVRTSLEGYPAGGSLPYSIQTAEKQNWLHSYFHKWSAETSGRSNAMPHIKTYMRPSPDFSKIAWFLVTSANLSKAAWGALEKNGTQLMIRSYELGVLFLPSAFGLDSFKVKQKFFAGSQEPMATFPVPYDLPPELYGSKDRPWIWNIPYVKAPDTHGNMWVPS
#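 E. coli-derived human Tdp1, 1 nM final. Cpd preinc 15 min RT; substrate 15 nM final, 5 min RT; AS bead mix 10 ug/ml final, 10 min RT. Signal loss = tyrosine-FITC cleavage. No-enzyme wells = max signal.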
# DT40 TDP1 CPT: DT40-hTDP1 cell growth loss with CPT; chicken DT40 Tdp1-/-;hTDP1 cells + 20 nM CPT, ATP luminescence, 48 h; Potency, µM (highest dose often 46.2 µM), without a hit: top-dose activity change, negative = growth inhibition, hits mostly inhibitors; actives 12% (n = 420,000); AID 686979; also: nearly all actives have a fitted effect of over 55% in size
#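 Chicken DT40 Tdp1-/- cells complemented with human TDP1, 400 cells/well, exposed to compounds plus 20 nM camptothecin for at least 48 h at 37 C; viability read as ATP content by CellTiter-Glo luminescence.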
# TDP1 cell noCPT: qHTS for Inhibitors of human tyrosyl-DNA phosphodiesterase 1 (TDP1): qHTS in cells in absence of CPT; DT40 Tdp1-/- hTDP1 cells, no CPT, ATP luminescence, 48 h; Potency, µM (titrated, usually from 46.2 µM), inactives show at the highest dose activity change, negative = growth inhibition, most hits filed as inhibitors; actives 15% (n = 420,000); AID 686978, 2013; also: nearly all actives have a fitted effect of over 55% in size
#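 Growth of hTDP1-complemented DT40 Tdp1-knockout cells is measured by ATP luminescence after at least 48 hr compound exposure at 37 °C, with DMSO substituting for the 20 nM CPT used in the parallel screen.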
# * marks the source's active call; other numbers are inactive results; ? = inconclusive; . = no result given; & = joins results of further samples; [ ] = another dose, or the depositor's remark. Calls follow the shape of the dose curve; as a rule, active = well fitted curve in the direction sought with a large enough effect; inconclusive = small, poorly fitted or top-dose-only effect, or another doubt; inactive = no such curve, though single readings can be large; an effect the other way counts as inactive or inconclusive. % is scaled to controls: 0 for no effect and ±100 for the full control effect; potency is read from the fitted curve at half-maximal effect. Rows are unselected. Share with any hit: about 18%.
# Results follow in this order: TDP1 inh, TDP1 cell noCPT, DT40 TDP1 CPT
> CC(C)(C)C(=O)NC(NC(=S)Nc1sc2c(c1C#N)CCCC2)C(Cl)(Cl)Cl (stereo not drawn)
    6%, ?, 26µM*
> O=C(COc1ccccc1O)N1CCN(C(=O)c2ccco2)CC1
    2%, 13%, -1%
> O=C(NCc1ccco1)c1cccc(Nc2nc3ccc(Br)cc3[nH]2)c1
    0%, ?, ?
> O=C1C2C3C=CC(C3)C2C(=O)N1c1cccc(N2C(=O)C3C4C=CC(C4)C3C2=O)n1 (stereo not drawn)
    -1%, -15%, 4%
> COCC1=C(C(=O)OC)C(c2cccs2)n2ncnc2N1 (stereo not drawn)
    -1%, -2%, 6%
> Cc1ccc(C(C(=O)NC(C)(C)C)N(C(=O)c2csnn2)c2ccccc2F)o1 (stereo not drawn)
    -1%, -15%, -1%
> CC#C[C@@H](CC)c1ccc2ccn(C)c2c1
    -8%, ?, ?
> CC(=O)NCCC1CCCCN1Cc1nc(Cc2cccc(C(F)(F)F)c2)no1 (stereo not drawn)
    ., -6%, -4%
> Cc1cc(C)nc(SCc2ccc([N+](=O)[O-])cc2)n1
    -1%, 9%, 1%
> CC(=O)Nc1ccc(/C=N/NC(=O)c2cc3ccccc3nc2C)cc1
    0%, -19%, -3%
> CC(=O)Nc1c(O)[nH]c2ccccc12
    -3%, 0%, -16%
> Cn1nc(-c2ccccc2)cc1NS(=O)(=O)c1ccccc1
    7%, 1%, -3%
> Cc1ccc2nc(C)cc(N/N=C/c3ccccc3O)c2c1
    ., -12%, -10%
> Cc1[nH][nH]c(=O)c1/C=N/N1CCOCC1
    1%, 14%, 6%
> CCOC(=O)c1nnc2c(-c3ccc(Cl)cc3)c(C)nn2c1N
    5%, -7%, 16%

# The list goes on:
# Results follow in this order: TDP1 inh, TDP1 cell noCPT, DT40 TDP1 CPT
> COc1ccc(-n2nnnc2C(CCc2ccccc2)N2CCN(C/C=C/c3ccccc3)CC2)cc1 (stereo not drawn)
    ., 16µM*, ?
> Cc1ccc(NS(=O)(=O)c2ccc3c(c2)CCN3C(=O)C2CC2)c(C)c1
    0%, 21µM*, ?
> CCCN(CC(=O)Nc1ccccc1C)C(=O)c1nn(CC)c(=O)c2ccccc12
    1%, -11%, -7%
> CCCCCC(O)c1cccc(OCc2ccc3ccccc3n2)c1 (stereo not drawn)
    -4%&5%&2%&-3%, ?, ?
> OCCN(Cc1ccccc1)CC1CC=CCC1 (stereo not drawn)
    -3%, -1%, -20%
> O=S(=O)(c1ccc(Br)cc1)c1nc(-c2ccco2)oc1NCCCn1ccnc1
    9%, -23%, ?
> O=C1NC(Cc2ccc(O)cc2)c2nc3ccccc3c(=O)n2-c2ncccc21 (stereo not drawn)
    ., ?, 23%
> CN(C)C(=O)COC(=O)c1ccccc1NC(=O)c1ccco1
    -1%, -16%, -6%
> CN1CCN(CCCNC(=O)c2cn(C3CCCCC3)c(=O)c3c2c2ccccc2n3C)CC1
    4%, -11%, -11%
> CS(=O)(=O)N1CC(C(=O)O)Oc2ccc(CC(=O)O)cc21 (stereo not drawn)
    -14%, -2%, -18%
> Cc1ccccc1C(=O)N1CCN(c2ccc(NC(=O)c3ccc([N+](=O)[O-])o3)cc2)CC1
    10%, 2.3µM*, 5.2µM*
> NS(=O)(=O)c1ccc(NC(=O)CSc2nnc(Cc3cccs3)n2-c2ccccc2)cc1
    8%, -15%, -23%
> N#C/C(=C\c1ccc(F)c(Cl)c1)S(=O)(=O)c1ccccn1
    2%, -14%, -19%
> O=C(c1cc2c(cc1Br)OCCCO2)N1CCCCC1
    3%, 4%, -4%
> CC(C)c1ccccc1OCC(=O)Nc1cc(S(=O)(=O)N2CCOCC2)ccc1N1CCCC1
    ., 15µM*, ?

# Next results.
# Results follow in this order: TDP1 inh, TDP1 cell noCPT, DT40 TDP1 CPT
> CN(C(=O)COC(=O)c1ccccc1Nc1ccccc1)C1CCS(=O)(=O)C1 (stereo not drawn)
    0%, -13%, 5%
> Cc1nn(C)c(NC(=O)c2ccccc2Cl)c1Br
    ., 16%, -9%
> O=C(NC(c1ccc(-c2ccccc2)cc1)c1cnccn1)C1CCN(CCOc2ccc(Cl)cc2Cl)CC1 (stereo not drawn)
    ., ?, 16µM*
> COc1ccccc1NC(=O)CCC(=O)OCc1ccc([N+](=O)[O-])cc1
    7%, 0%, 5%
> COc1ccccc1-c1nc2c3ccccc3nc(=S)n2[nH]1
    ., -30%, ?
> Cc1ccccc1CC(=O)N1CCN(C(=O)C2CCCO2)CC1 (stereo not drawn)
    2%, 7%, 0%
> COc1ccc(C(CC(=O)NC(C)c2ccc(-c3ccccc3)cc2)NC(C)=O)cc1 (stereo not drawn)
    10%, -20%, -20%
> COc1ccc(C(=O)Nc2ccc(CN3CCS(=O)(=O)CC3)cc2)cc1
    3%, -26%, 3%
> NC(=S)N=Nc1c(O)[nH]c2cc(F)c(F)cc12
    3%, ?, -10%
> COc1ccc(S(=O)(=O)n2nc(OC(=O)c3cccs3)cc2N)cc1
    3%, -10%, 0%
> COc1cc2c(C#Cc3cccnc3)c(-c3ccsc3)oc(=O)c2cc1OC
    2%, ?, ?
> COC(=O)C1(C(F)(F)F)N=C(C(F)(F)F)Nc2ccc(Cl)cc21 (stereo not drawn)
    0%, -20%, -14%
> O=C(NCc1nnc(SCc2ccccc2)n1-c1ccccc1)C12CC3CC(CC(C3)C1)C2
    -4%, 18µM*, 15µM*
> Cc1ccc(CNC(=O)C2CNc3cc(C)ccc3O2)cc1 (stereo not drawn)
    4%, -7%, -1%
> Cc1ccc(/C=C/c2onc(C)c2S(=O)(=O)N2CCC(C(=O)Nc3ccc(OC(F)(F)F)cc3)CC2)cc1
    1%, 13µM*, 12µM*

# (further entries)
# Results follow in this order: TDP1 inh, TDP1 cell noCPT, DT40 TDP1 CPT
> CCCOc1ccc(C(=O)Nc2ccc3c(c2)OCO3)cc1
    4%, 13%, 3%
> Cc1cccc2c1NC(=O)C21OCC(CO)([N+](=O)[O-])CO1 (stereo not drawn)
    ., ?, ?
> CCOCc1cnc(C)nc1NCC(=O)c1c(C)[nH]c2ccccc12
    4%, -21%, -13%
> O=C(COc1ccc2c3c(c(=O)oc2c1)CCCC3)NCCCn1ccnc1
    3%, 15%, 12%
> COc1ccc(C(=O)OCC(=O)Nc2ccc(OC)c(S(=O)(=O)N3CCCCC3)c2)cc1[N+](=O)[O-]
    -10%, -29%, ?
> CC1CC(OCC(O)C[N+]2(C)CCOCC2)CC(C)(C)C1 (stereo not drawn)
    3%, 8%, -6%
> COc1ccc(N/C(=N/c2nc(C)cc(C)n2)NC(=O)Nc2ccc(Cl)c(Cl)c2)c(OC)c1
    -2%, -27%, -9%
> Oc1ccc(Cn2ccnc2)c2cccnc12
    10%, ?, 13%
> CC(=O)OCC12COC3c4ccccc4OC(C)(CC1C)C3C2C (stereo not drawn)
    -4%, -27%, -4%
> O=C(CSC1=NS(=O)(=O)c2cc(Cl)ccc2N1)Nc1ccccc1F
    ., -4%, -12%
> COc1ccc(-c2nnnn2C)cc1S(=O)(=O)Nc1ccc(C)cc1C
    3%[56.1 µM], -10%, -2%
> O=C(CS(=O)(=O)c1ccccc1)N1CCN(c2ccccc2)CC1
    5%, -11%, -3%
> Cc1cc(C)c(NC(=O)Cn2c([N+](=O)[O-])cnc2C)c(C)c1
    2%, -22%, -20%
> COC(=O)c1ccc(NC(=S)NC(=O)c2c(-c3ccccc3)noc2C)cc1
    3%, -4%, 14%
> Cc1cc(C)cc(Nc2cc(C(=O)NCc3ccccc3)c3ccccc3n2)c1
    -5%, 21µM*, 23µM*

# (listing goes on)
# Results follow in this order: TDP1 inh, TDP1 cell noCPT, DT40 TDP1 CPT
> N#C/C(=C\c1ccc(Cl)cc1)c1nc2ccccc2[nH]1
    -7%[12.3 µM], -15%, -5%
> CCOc1cc(/C=C/c2ccc3cccc([N+](=O)[O-])c3n2)cc(Cl)c1O
    -8%, ?, ?
> O=S(=O)(Nc1ccc2c(c1)OCCO2)c1cnc[nH]1
    4%, -3%, -3%
> COc1cc2c(cc1OC)C(c1cc(OC)c(OC)cc1[N+](=O)[O-])N(C(C)=O)CC2 (stereo not drawn)
    ., -24%, -17%
> Cc1c(C)[n+](=O)c(-c2cccs2)c(C)n1[O-]
    -2%, -4%, -18%
> C[N+]1(CC(=O)c2ccc(Oc3ccc(C(=O)C[N+]4(C)CCOCC4)cc3)cc2)CCOCC1
    ., -18%, -12%
> O=C(/C=C/c1c(Cl)nc2ccccn12)N1CCCCC1
    4%, ?, -24%
> CNC(=O)COc1coc(CN2CCN(c3ccccc3OC)CC2)cc1=O
    0%, 7%, 9%
> CCC(C(=O)OC)n1cnc2c(cnn2-c2ccc(F)cc2)c1=O (stereo not drawn)
    3%, ?, -27%
> CC(C)CNC(=O)c1cc(-c2ccc3c(c2)OCO3)on1
    ., 13%, -14%
> Cc1ccc(OCC(=O)NNC(=O)c2ccc3c(=O)n4c(nc3c2)CCC4)cc1
    1%, -5%, 1%
> O=S(=O)(c1ccc2ccccc2c1)N1CCN(C2CCN(Cc3ccccc3)CC2)CC1
    -2%, ?, ?
> Cc1ccccc1-c1nccc(NCc2cccnc2)n1
    ., -26%, -15%
> COc1ccc(-c2oc3cc(O)c(OC)c(O)c3c(=O)c2OC)cc1
    ., 13µM*, 10µM*
> CC(C)OC(=O)N(C)C[C@@H]1OCc2cnnn2CCCC(=O)N([C@H](C)CO)C[C@H]1C
    ., -1%, 3%

# Next section.
# Results follow in this order: TDP1 inh, TDP1 cell noCPT, DT40 TDP1 CPT
> CCOc1ccccc1CNC(=O)c1cc2c(=O)n(Cc3cccnc3)ccc2nc1C
    6%, -29%, ?
> COc1ccc(/C=C/c2nc(S(=O)(=O)c3ccccc3)c(N(C)C)o2)cc1
    -2%, -23%, -23%
> CC(=O)c1ccc(N2CCN(S(=O)(=O)c3ccc(-c4coc(C)n4)cc3)CC2)cc1
    9%, -22%, -22%
> CC1CCN(S(=O)(=O)c2ccc3ccccc3c2)CC1
    -5%, -14%, -2%
> COc1ccc(NC(=O)c2cccc3c2C(=O)N(CC2CCCO2)C3)cc1OC (stereo not drawn)
    ., 23µM*, 23µM*
> CCCN1C2CCCC1CC(NC(=S)NCCCOCC)C2 (stereo not drawn)
    0%, 22%, 5%
> S=c1[nH]nc(-c2ccc3ccccc3n2)n1-c1ccccc1Cl
    -5%, -23%, -7%
> c1cc2c(cc1C1CCCN1)OCCCO2 (stereo not drawn)
    6%, -10%, -6%
> CN(C)c1ccc(NC(=O)CSc2nc(C3CC3)nc3ccccc23)cc1
    ., 18µM*, ?
> CCOc1ccc(CNC(=O)c2[nH]c3ccccc3c2Sc2ccc(C)cc2)cc1
    9%, ?, ?
> CCCS(=O)(=O)N1CCC(C(=O)Oc2ccc(OC)cc2)CC1
    ., -12%, 18%
> CC(C)(C)NC(=O)NCCc1ccccc1
    4%, 3%, 2%
> COc1ccc(N(CC(=O)NC2CCCCCC2)S(=O)(=O)c2c(C)nn(C)c2C)cc1
    5%, -26%, ?
> CC1CCCN(Cc2cn3c(-c4cccc(Br)c4)nnc3s2)C1 (stereo not drawn)
    5%, ?, 23µM*
> c1ccc(-c2csc3ncnc(-n4cnc5ccccc54)c23)cc1
    2%, ?, ?

# (continued)
# Results follow in this order: TDP1 inh, TDP1 cell noCPT, DT40 TDP1 CPT
> COC(=O)c1ccc(CSc2nc3ccccc3c(=O)n2-c2ccc(OC)c(OC)c2)o1
    -2%, ?, 16µM*
> COc1cccc(NC2=NCCCCC2)c1
    ., -7%, 4%
> CCC(C)NC(=O)CNC(=S)N(Cc1ccc(F)cc1)C1CCCCC1 (stereo not drawn)
    9%, 10%, 3%
> CCC(C)(C)n1nnnc1C(c1ccc2ncccc2c1)N1CCCC(C)C1 (stereo not drawn)
    5%, 11µM*, -22%
> C[C@H](CO)N1C[C@H](C)[C@@H](CN(C)C(=O)CN2CCOCC2)Oc2ncc(-c3cncnc3)cc2C1=O
    ., ?, -6%
> O=C(Cc1cccc(NC(=O)C2CCN(C(=O)C3CCC3)CC2)c1)Nc1cccc(C(=O)N2CCOCC2)c1
    ., -4%, -7%
> COCCNS(=O)(=O)c1ccc2c(c1)Cc1cc(S(=O)(=O)NCCOC)ccc1-2
    4%, ?, ?

# Profiles, quoted from the list.
# C[C@H](CO)N1C[C@H](C)[C@@H](CN(C)C(=O)CN2CCOCC2)Oc2ncc(-c3cncnc3)cc2C1=O across the screens: TDP1 inh = .; TDP1 cell noCPT = ?; DT40 TDP1 CPT = -6%
# COc1cccc(NC2=NCCCCC2)c1 across the screens: TDP1 inh = .; TDP1 cell noCPT = -7%; DT40 TDP1 CPT = 4%
# COCCNS(=O)(=O)c1ccc2c(c1)Cc1cc(S(=O)(=O)NCCOC)ccc1-2 across the screens: TDP1 inh = 4%; TDP1 cell noCPT = ?; DT40 TDP1 CPT = ?
